RGS8-Gao reg = human RGS8-Galphao interaction regulation; multiplexed bead flow cytometry, RGS8-Galphao binding; actives lie on both sides; 220,000 tested, 0.34% active; P09471; AID 1423; response (percent of control binding), % at 10 µM; in the data active = response below about 60% or above about 140%; inactive = in between;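 also: Galphao activated as the GDP aluminium fluoride complex binding bead-coupled RGS8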
Target sequence (P09471 whole entry, looked up): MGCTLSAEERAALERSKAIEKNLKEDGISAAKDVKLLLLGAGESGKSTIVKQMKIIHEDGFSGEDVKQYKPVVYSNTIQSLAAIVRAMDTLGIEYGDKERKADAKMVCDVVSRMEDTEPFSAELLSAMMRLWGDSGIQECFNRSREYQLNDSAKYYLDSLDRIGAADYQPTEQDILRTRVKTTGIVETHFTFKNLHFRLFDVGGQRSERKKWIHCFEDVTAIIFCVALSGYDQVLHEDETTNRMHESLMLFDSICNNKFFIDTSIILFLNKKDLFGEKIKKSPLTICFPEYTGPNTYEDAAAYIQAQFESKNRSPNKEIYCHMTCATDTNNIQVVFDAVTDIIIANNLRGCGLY
Mcl1 Bid PPI = disrupts binding of human Mcl-1 to Bid peptide | TR-FRET Mcl-1/Bid-Dy647 peptide binding, 1536-well | 220,000 tested, 0.97% active | AID 1021 | inhibition, % at 21.7 µM;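 active = compounds that cut the binding signal by more than half at the single screening dose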;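 also: His-tagged Mcl-1 with europium anti-His antibody binding Bid BH3 peptide; 0% = Mcl-1 plus peptide wells and 100% = peptide-only wells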
Target sequence (Q07820 whole entry, looked up): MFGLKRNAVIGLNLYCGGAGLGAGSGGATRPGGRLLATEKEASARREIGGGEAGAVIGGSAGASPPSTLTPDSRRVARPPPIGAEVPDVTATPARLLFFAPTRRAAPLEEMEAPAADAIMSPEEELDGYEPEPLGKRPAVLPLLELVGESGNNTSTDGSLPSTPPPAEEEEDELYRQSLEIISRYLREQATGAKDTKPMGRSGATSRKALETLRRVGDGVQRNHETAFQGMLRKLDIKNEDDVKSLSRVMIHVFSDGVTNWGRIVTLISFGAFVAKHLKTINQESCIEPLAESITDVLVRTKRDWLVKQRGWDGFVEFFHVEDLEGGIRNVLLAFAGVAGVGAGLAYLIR
ABCB1 inh = inhibitors of human ABCB1 transporter, ABCG2 counter-screen; CCRF-Adr cells, JC-1 efflux, flow cytometry; inhibition, % at 6.6 µM; P08183; 190,000 tested, 0.067% active; in the data active = inhibition above about 40%;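 also: 0% = vehicle and 100% = reference inhibitor; higher value means more JC-1 retained so stronger ABCB1 efflux block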
RGS4-Gao reg = modulates binding of RGS4 to human Galphao. binding response (% of control), % at 10 µM. P09471. Multiplexed bead flow cytometry; actives lie on both sides. 220,000 tested, 0.33% active; in the data active = binding response below about 49% or above about 150%; inactive = in between;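 also: fluorescent Galphao activated with aluminum fluoride binding bead-coupled RGS4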
Mcl-1 Bim block = disrupts Bim peptide binding to human Mcl-1; Bead-based flow cytometry, Bim peptide-Mcl-1 binding; inhibition, % at 10 µM; 190,000 tested, 0.1% active; AID 1009; in the data active = inhibition above about 40%;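 also: 0% = no compound tracer wells and 100% = peptide blocker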
ABCG2 block = human ABCG2 inhibition, ABCB1 as counter-screen | Q9UNQ0 | IgMXP3 cells, JC-1 efflux, flow cytometry | inhibition, % at 6.6 µM | 190,000 tested, 0.1% active | AID 1325;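 active = inhibition above 80%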;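 also: 0% = DMSO and 100% = nicardipine control wells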
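Times: 10 min at 25 °C | Test system: Two drug-resistant human cell lines, ABCG2 and ABCB1 | Quantity: 3 million cells/mL final, two lines in 1:1 ratio | Signal: Flow cytometry, 530 nm JC-1 signal | Dosing: Compound at 6.6 µM | Controls: Nicardipine and DMSO wells | Reagent: JC-1 as fluorescent efflux pump substrate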
GSH bead fluor = compound fluoresces at 488/530 nm on GSH beads | GSH beads flow cytometry, compound fluorescence 488/530 nm; active compounds read high | fluorescence (KMESF) at 10 µM | 190,000 tested, 0.25% active | AID 1776; in the data active = fluorescence above about 89;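 also: glutathione beads carrying GST-tagged Bcl family fusion proteins plus one bare bead set; values are compound well signal with DMSO vehicle wells as background; inactives centre near 16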
RGS7-Gao reg = modulates binding of RGS7 to human Galphao. Multiplexed bead flow cytometry; actives lie on both sides. P09471. 220,000 tested, 0.35% active. AID 1439. binding response (% of control), % at 10 µM; in the data active = binding response below about 49% or above about 150%; inconclusive = no clear call, values can overlap the other calls; inactive = in between;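 also: fluorescent Galphao held in activated GDP-AlF4 state binding bead-coupled RGS7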
Mcl1 Noxa PPI = disrupts binding of human Mcl-1 to Noxa peptide; inhibition, % at 21.7 µM; Q07820; TR-FRET Mcl-1/Noxa peptide binding, 2 h; 220,000 tested, 1.5% active; AID 1022;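 active = compounds that cut the protein-peptide binding signal by more than 50% relative to plate controls in a single-dose test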;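 also: His-tagged Mcl-1 with rhodamine Noxa BH3 peptide and terbium anti-His antibody; 0% = Mcl-1 plus Noxa peptide wells and 100% = peptide-only wells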
Avidin bead fluor = compound fluoresces at 488/530 nm on avidin beads. compound fluorescence 488/530 nm, flow cytometry; active compounds read high. fluorescence (KMESF) at 10 µM. 220,000 tested, 0.38% active; in the data active = fluorescence above about 47; also: inactives centre near 10
Pf gametocyte = P. falciparum stage V gametocyte viability inhibition. P. falciparum stage V gametocytes, ATP luminescence, 24 h. inhibition, % at 10.9 µM. 150,000 tested, 0.065% active. AID 743093;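 active = inhibition above the mean plus 3 SD of compounds within the control limits, set per campaign, cut at about 38% in these data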;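 also: 0% = DMSO wells and 100% = medium only without gametocytes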
Active calls of the source: *; ? = inconclusive; nt = not tested or not shown.

item	SMILES	RGS8-Gao reg	Mcl1 Noxa PPI	Mcl-1 Bim block	GSH bead fluor	Mcl1 Bid PPI	Pf gametocyte	Avidin bead fluor	RGS7-Gao reg	ABCB1 inh	RGS4-Gao reg	ABCG2 block
1	COc1ccc(S(=O)(=O)NN(C)C)cc1N(C)S(=O)(=O)c1ccc(Cl)cc1	74	5	-1	13	-63	20	2	94	-0.5	95	-4
2	Cc1ccc(NC(=O)Cc2nnc(SCC(=O)c3ccc(Br)cc3)n2C)cc1	99	12	-4	32	3	nt	15	99	0.0	100	33
3	Cc1nc2nc3c(cn2n1)C(=O)CC(C)(C)C3	101	20	-4	7	-6	24	13	97	0.8	104	2
4	CC(C)N1CCC2(CC1)N=C(c1ccc3c(c1)OCO3)CC(c1cc(Cl)ccc1O)N2 (stereo not given)	100	16	-5	24	-26	6	11	97	0.1	98	3
5	Cc1ccc(C)c(NC(=O)COC(=O)Cc2ccsc2)c1	102	14	2	11	3	8	11	107	-0.2	108	1
6	CC(=O)Nc1ccc(NC(=O)CN(C)S(=O)(=O)c2ccc3nc(C)sc3c2)cc1	94	15	-23	9	-11	-12	24	94	-0.1	93	-1
7	COC(=O)c1nc(N)sc1-c1ccc(Cl)cc1	106	10	0	11	-7	7	25	100	0.4	98	7
8	Cc1c(Cl)cccc1NC(=O)C1CCN(S(C)(=O)=O)CC1	89	18	-5	65	-1	-6	22	93	0.8	94	1
9	CCOC(=O)Cc1csc(NC(=S)NC(=O)c2ccccc2C)n1	98	13	1	14	-36	-11	10	96	0.8	95	10
10	COc1cc(/C=C/C(=O)c2ccccc2O)cc(OC)c1OC	107	16	1	15	-9	nt	12	105	0.5	99	7
11	CCOC(=O)/C(C#N)=C/C=C1\C=Cc2ccccc2N1CC	103	-2	-2	12	-36	7	22	104	4.5	100	5
12	CCN1CCN(Cc2ccc(NC(=O)c3ccc(C)c(NC(=O)C(=O)c4c[nH]c5ccccc45)c3)cc2C(F)(F)F)CC1	107	17	nt	nt	-16	-20	10	?	nt	105	nt
13	COc1ccc(-n2ncc3c(SCC(=O)N4CCN(c5ccccc5OC)CC4)ncnc32)cc1	104	-20	-24	29	-5	nt	6	105	1.7	102	0
14	O=C(c1ccc(Oc2ccc([N+](=O)[O-])cc2Cl)cc1)N1CCCC1	100	7	-3	17	7	-1	9	103	0.4	102	4
15	COc1ccc(NC(=O)c2cc(=O)c3ccccc3o2)cn1	106	8	0	8	-20	-8	18	103	0.6	103	9
16	CN1CCc2c(sc3c2C(=O)NC(c2ccc(-c4ccc(Cl)cc4)o2)N3)C1 (stereo not given)	104	17	nt	nt	-10	-8	9	?	nt	105	nt
17	COc1ccc(C(=O)c2ccc(OC)c(Br)c2)cc1Br	131	-17	-2	11	-16	1	4	120	-0.1	120	-2
18	Cc1ccc(C)c(Nc2c([N+](=O)[O-])c(=O)oc3ccccc23)c1	102	17	nt	nt	-15	6	4	?	nt	102	nt
19	Clc1ccc(-c2cn3cccnc3n2)cc1Cl	108	5	0	15	-16	nt	10	102	0.1	104	4
20	CCCCNC(=O)Cc1ccc(Br)cc1	99	3	-3	22	-17	nt	12	96	0.1	98	0
21	NC(=O)CC(NC(=O)c1ccccc1)c1ccc(N2CCC(Br)CC2)c([N+](=O)[O-])c1 (stereo not given)	109	19	nt	nt	-35	-16	8	?	nt	113	nt
22	O=C(NC1CCSC1=O)c1ccc(Cl)cc1 (stereo not given)	97	-10	2	12	-6	nt	11	96	0.2	97	1
23	CN1c2ccccc2C(=O)/C(=C\Nc2ccc(F)cc2)S1(=O)=O	104	-8	nt	nt	3	7	6	?	nt	104	nt
24	CCCS(=O)(=O)N1CCCC(C(=O)NCc2cccnc2)C1 (stereo not given)	103	-7	1	26	-14	nt	10	100	0.8	96	5
25	CCN(CC(=O)Nc1ccccc1C(=O)OC)S(=O)(=O)c1ccc(OC)cc1	103	-13	-2	22	-20	8	12	102	2.1	103	10
26	COc1ccccc1N1CCN(C(=O)C2CCN(S(=O)(=O)c3ccccc3)CC2)CC1	101	2	-3	23	-28	-5	20	99	0.7	99	1
27	O=S(=O)(c1ccc(N2CC=C(c3ccccc3)CC2)nc1)N1CCCC1	98	-2	-3	9	-20	14	10	97	0.5	97	5
28	Cn1c(=O)n(CC(=O)NC2CCCCC2)c(=O)c2ccccc21	98	8	2	12	-2	30	11	98	0.3	97	0
29	Cc1cc(C(=O)N/N=C/c2c[nH]c3ccccc23)cs1	104	4	-2	21	0	-3	7	108	-8.3	108	-13
30	O=C(Cc1ccc(Cl)cc1)Nc1ccc(CN2CCCCC2)cc1	104	6	nt	nt	-9	13	7	?	nt	106	nt
31	COC(=O)c1cc(C(=O)Nc2nnc(C3CC3)s2)cc([N+](=O)[O-])c1	100	14	-1	11	8	nt	4	101	-0.5	100	-8
32	O=C(COC(=O)/C=C/c1ccc(S(=O)(=O)N2CCOCC2)cc1)NC1CCCCCCC1	97	0	1	15	-1	4	6	91	0.1	93	8
33	CCOc1ccc(C(=O)Nc2ccncc2)cc1	98	23	-4	23	17	12	28	101	0.6	106	4
34	Cc1nn(CC(=O)NCc2cccnc2)c(=O)c2ccccc12	101	-15	-1	nt	-22	nt	10	101	-0.3	100	0
35	O=[N+]([O-])c1ccc(N2CCCCCC2)c(S(=O)(=O)N2CCCCC2)c1	101	-24	-3	26	-3	nt	12	96	1.0	101	4
36	CCc1nnc(NC(=O)CSc2nnc3c(n2)[nH]c2ccccc23)s1	99	0	0	12	-26	5	13	101	0.2	100	3
37	CS(=O)(=O)c1nsc2nc(=O)c(/C=C3\C=Nc4ccccc43)c(N)n12	106	38	0	7	10	-25	25	106	-1.1	106	0
38	Cc1ccc(/C=C/C(=O)OCn2nnc3ccccc3c2=O)o1	101	-18	nt	nt	-83	22	8	?	nt	106	nt
39	CCc1ccc(C(=O)NCc2ccc(Cl)cc2)cc1	101	23	-7	16	-24	23	17	96	0.4	102	6
40	CCCN1Cc2cccc(C(=O)N3CCN(c4ccc(OC)cc4)CC3)c2C1=O	85	13	-1	14	-34	17	7	91	0.3	80	3
41	Oc1ccc2ccccc2c1/C=N/n1cnnc1	97	23	-3	22	-27	-4	31	100	0.8	95	58
42	Oc1ccc(/C=N/Nc2ncnc3c2ncn3Cc2ccccc2)cc1O	83	24	-4	15	-61	-53	9	69	-0.3	75	1
43	O=C1c2ccccc2C(O)(Cc2ccccc2)N1Cc1ccco1 (stereo not given)	99	15	-2	22	-12	-14	25	101	1.6	100	28
44	O=C(O)c1cccc(NS(=O)(=O)c2ccc(NC(=O)c3ccco3)cc2)c1	102	-4	1	19	-33	-21	11	?	-0.8	101	-5
45	Cc1cc(C(=O)Nc2ccc(C(=O)O)cc2)c(-c2ccccc2)o1	92	-13	1	33	-57	30	12	93	0.2	89	1
46	Cc1onc(-c2ccccc2Cl)c1C(=O)N(C)C1CCCCC1	102	13	0	17	-27	nt	8	97	0.4	99	0
47	CC1(C)C([N+](=O)[O-])C(c2ccc(O)cc2)NC(c2ccc(O)cc2)C1[N+](=O)[O-] (stereo not given)	95	8	-4	8	-33	-1	4	91	0.9	91	6
48	CCc1cccc2[nH]c3cc([N+](=O)[O-])ccc3c12	98	-4	nt	nt	-11	nt	8	?	nt	99	nt
49	CC(C)CNC(=O)c1ccc(Cl)c(NC(=O)COc2ccccc2)c1	103	-5	1	24	2	nt	11	101	1.0	103	10
50	COc1ccc(C)cc1S(=O)(=O)NC1CCCCC1	103	-7	-4	24	-10	-6	16	103	0.7	102	2
51	Cc1ccccc1C(=O)NC1CCN(Cc2nnnn2Cc2ccccc2)CC1	102	19	0	32	0	8	8	100	0.8	100	1
52	COc1ccc(N(C(=O)COc2ccccc2)C2C=CS(=O)(=O)C2)cc1 (stereo not given)	104	7	1	32	-27	0	8	106	-0.1	104	-1
53	O=C1CC(c2ccccc2)CC(O)=C1C=NCc1ccco1 (stereo not given)	102	-1	0	33	-10	nt	17	101	0.3	101	2
54	O=c1cc(-c2ccccc2Cl)c2c([nH]1)CCC2	99	13	-1	15	5	nt	25	92	1.1	94	5
55	Cc1ccc(SC[C@H](CC(C)C)N2CCN(C)CCC2=O)cc1	100	5	nt	nt	-42	15	14	?	nt	101	nt
56	CC(C)C(NS(=O)(=O)c1ccc(Br)s1)C(=O)O (stereo not given)	100	5	0	42	-15	2	6	96	0.3	95	1

Screening results: PubChem BioAssay, several laboratories

Compounds were not picked by outcome (roughly 3.3% active in at least one column).
